High-throughput results deposited in PubChem BioAssay by several laboratories.
TCR-CD3 inh = inhibitors of human TCR-CD3 interaction, primary screen, biochemical, fluorescence, TAMRA-labeled TCR probe; T-cell receptor (TCR); inhibition, % at 9.4 µM; 360,000 tested, 0.37% active; AID 651800, 2012; in the data active = inhibition above about 19%;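 also: recombinant mutant TCR 2C K166C tagged with TAMRA read by polarization; 0% = receptor in buffer alone and 100% = receptor with positive control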
PG9 Ab binder = binders of HIV-1 gp120 antibody PG9, primary screen, biochemical, TR-FRET. HIV-1 gp120 / PG9 antibody interaction. TR-FRET gp120-PG9 antibody binding. inhibition, % at 6.7 µM. 360,000 tested, 0.43% active. AID 624416, 2012; in the data active = inhibition above about 8.5%
NR1D1 modulator = modulators of Rev-erb alpha DNA binding, primary screen, biochemical, FITC-DNA, fluorescence polarization, uHTS; 370,000 tested, 0.79% active; AID 1259318, 2017; activity, % at 10 µM; Nuclear receptor subfamily 1 group D member 1 (Homo sapiens), P20393; Rev-erbα–FITC-DNA binding, 90 min;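 active = activity above about 14%, limit read from the data; passing the limit was not always enough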;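 also: 0% = DMSO wells with 35 nM protein and 100% = DMSO wells with 750 nM protein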
Target sequence (P20393 whole entry, looked up): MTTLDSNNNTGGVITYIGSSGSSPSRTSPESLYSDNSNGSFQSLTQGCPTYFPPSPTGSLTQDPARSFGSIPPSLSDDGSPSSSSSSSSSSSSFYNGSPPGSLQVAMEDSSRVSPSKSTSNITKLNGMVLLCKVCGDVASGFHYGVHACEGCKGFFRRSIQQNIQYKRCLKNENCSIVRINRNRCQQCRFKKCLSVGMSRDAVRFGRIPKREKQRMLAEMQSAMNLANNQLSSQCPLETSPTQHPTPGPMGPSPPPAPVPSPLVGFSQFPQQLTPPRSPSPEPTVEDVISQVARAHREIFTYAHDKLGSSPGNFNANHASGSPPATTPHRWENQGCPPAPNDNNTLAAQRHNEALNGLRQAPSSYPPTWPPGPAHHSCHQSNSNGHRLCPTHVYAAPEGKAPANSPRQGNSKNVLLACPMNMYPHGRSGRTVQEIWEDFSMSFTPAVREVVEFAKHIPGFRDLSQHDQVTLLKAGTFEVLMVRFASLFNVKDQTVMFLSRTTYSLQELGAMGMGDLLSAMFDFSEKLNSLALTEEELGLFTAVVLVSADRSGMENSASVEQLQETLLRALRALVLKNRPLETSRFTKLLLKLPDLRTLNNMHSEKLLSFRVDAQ
rCAG binder = binders of r(CAG) RNA repeats, primary screen, biochemical, fluorescence | r(CAG) RNA repeat, TO-PRO-1 dye displacement fluorescence | inhibition, % at 3 µM | 370,000 tested, 1.3% active | AID 651821, 2012;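 active = inhibition above the plate cutoff, the mean of all test compounds on that plate plus 3 SD, cut at about 35% in these data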;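 also: 0% = DMSO alone and 100% = 100 µM mitoxantrone as full dye displacement; higher means more dye released from RNA so lower well fluorescence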
HTRA1 inhibitor = HTRA1 serine protease inhibitors, primary screen, biochemical, fluorescence polarization, HTS; Q92743; recombinant HTRA1, FP-rhodamine activity-based probe; inhibition, % at 5.96 µM; 340,000 tested, 0.5% active; AID 504803, 2011; in the data active = inhibition above about 36%;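 also: 0% = enzyme with DMSO and 100% = wells lacking enzyme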
PRMT1 inh = PRMT1 methyltransferase inhibitors, primary screen, biochemical, fluorescence polarization | recombinant PRMT1, activity-based probe fluorescence polarization | Protein arginine N-methyltransferase 1 (Homo sapiens), Q99873 | AID 652257, 2013 | 370,000 tested, 1.3% active | inhibition, % at 2.79 µM;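 active = inhibition above about 21% made by adding two undisclosed values, limit read from the data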
LEDGF integ inh = blockers of LEDGF/p75-dependent integrase strand transfer – biochemical, TR-FRET, high throughput, primary screen. 370,000 tested, 0.64% active. inhibition, % at 3.7 µM. AID 743269, 2014. TR-FRET IN-LEDGF/p75 DNA integration, Eu/Cy5. HIV-1 integrase (with human LEDGF/p75);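 active = inhibition above the screen-wide mean plus 3 SD, cut at about 13% in these data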;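 also: signal is the Cy5 over europium emission ratio at 671 and 618 nm; 0% = plate median of compound wells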
TDP2 inh = human TDP2 enzyme inhibitors, primary screen, biochemical, epi absorbance, recombinant enzyme | 370,000 tested, 0.34% active | Tyrosyl-DNA phosphodiesterase 2 (Homo sapiens), O95551 | T5PNP hydrolysis, p-nitrophenol absorbance 415 nm | inhibition, % at 12.8 µM;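 active = inhibition above the mean of all tested compounds plus 3 SD, set per campaign, cut at about 25% in these data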;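 also: 0% = DMSO with enzyme and 100% = buffer with substrate but no TDP2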
Target sequence (O95551 whole entry, looked up): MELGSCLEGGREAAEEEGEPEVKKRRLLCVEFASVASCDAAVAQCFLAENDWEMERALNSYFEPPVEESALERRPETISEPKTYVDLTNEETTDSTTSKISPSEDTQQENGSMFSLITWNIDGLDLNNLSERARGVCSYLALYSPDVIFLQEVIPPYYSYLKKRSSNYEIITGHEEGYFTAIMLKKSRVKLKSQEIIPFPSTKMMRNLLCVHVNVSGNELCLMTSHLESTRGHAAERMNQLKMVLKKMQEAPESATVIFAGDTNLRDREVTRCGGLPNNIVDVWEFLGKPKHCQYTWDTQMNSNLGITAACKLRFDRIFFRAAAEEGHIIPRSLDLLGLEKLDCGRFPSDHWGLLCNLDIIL
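Incubation: 2 h at 37 °C; Test system: recombinant human TDP2; Quantity: enzyme 120 nM; Read-out basis: percent inhibition; Medium: 50 mM Tris-HCl pH 7.5 with Mg2+, KCl, DTT, BSA; Repeats: single replicate; Compound: 12.8 µM single point, 1% DMSO; Signal: epi absorbance; Reagent: 5 mM T5PNP chromogenic substrate; Benchmarks: no-enzyme high, DMSO-plus-enzyme low.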
ABHD4 inh = ABHD4 inhibitors, primary screen, biochemical, fluorescence polarization, mouse | inhibition, % at 8.92 µM | 370,000 tested, 0.54% active | (Lyso)-N-acylphosphatidylethanolamine lipase (Mus musculus), Q8VD66 | purified mABHD4, FP-Rh probe fluorescence polarization;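 active = inhibition exceeding the mean over every tested compound plus 3 SD, cut at about 30% in these data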;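 also: 0% = plate median of compound wells and 100% = S159A mutant with DMSO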
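Test system: mABHD4 protein | Buffer or medium: HEPES pH 7.0 buffer, 150 mM NaCl, 0.01% Pluronic F-127 | Probe or stimulus: FP-Rh fluorescent activity-based probe, added after compound pre-incubation | Timing: Pre-incubation 45 min, probe exposure 60 min, at 25 °C | Technique: Fluorescence polarization, excitation 525 nm, emission 598 nm, BODIPY TMR filters | Repeats: Single well per compound (singlicate)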
SIAE primary = human SIAE inhibitors, primary screen, biochemical, fluorescence polarization, FP-Rh probe, 1536-well HTS; Sialate O-acetylesterase (Homo sapiens), Q9HAT2; SIAE FP-Rh probe binding; inhibition, % at 9.66 µM; 370,000 tested, 0.69% active; AID 1053197, 2014;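 active = inhibition above a cutoff: mean of compounds within the control limits plus 3 SD of those, cut at about 17% in these data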;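 also: 0% = plate median of compound wells and 100% = probe without SIAE protein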
Active calls of the source: *; x = not tested or not shown. These rows are one share of the data. The share of hits here may be higher or lower than overall.

mol,TCR-CD3 inh,PG9 Ab binder,NR1D1 modulator,rCAG binder,HTRA1 inhibitor,PRMT1 inh,LEDGF integ inh,TDP2 inh,ABHD4 inh,SIAE primary
COc1ccc(OC)c(CN2C(=O)CSCC2(C)C(=O)Nc2c(C)cccc2C)c1 (stereo not given),5,-0.8,-2,1,x,1,-3,-3,0,6
C=CCn1cnc2scc(-c3ccc(OC)cc3)c2c1=O,-10,0.4,-2,0,-9,2,-3,-4,-4,-2
CCOc1ccc(NC(=O)c2ccccc2OCC(=O)c2ccc(C)cc2)cc1,3,-0.3,-3,1,-6,0,-2,0,7,-2
Cn1c(C(=O)OCC(=O)NCc2ccc(F)cc2)cc2occc21,0,-0.7,5,-5,-3,1,-2,0,4,5
CC(=O)N1c2ccccc2C(C)CC12CCCCC2 (stereo not given),-1,-0.5,1,-9,0,-4,2,4,8,7
O=C(O)/C=C\C(=O)Nc1ccccc1C#Cc1ccccc1,-6,0.9,5,6,-3,14,-2,11,2,-3
CC(C)(C)c1ccc(-c2c(C#N)c(N)nc3c2CCCC3)s1,11,-1.4,1,-1,-6,2,5,7,-1,-3
O=C(NCc1cccc(C(F)(F)F)c1)C1CC2Cn3c(nc4ccccc43)C2N1Cc1ccccc1 (stereo not given),10,-2.5,1,4,1,1,0,-17,-2,-11
Cc1ccccc1Nc1nc(N)nc(CSCc2c(C)noc2C)n1,-1,1.1,3,-2,0,3,-2,2,-2,6
O=C(NNc1c2ccccc2nc2ccccc12)c1ccc(O)cc1O,-6,-6.5,8,32,26,4,0,5,35*,28*
Cc1cc(=O)cc(C)n1-c1ccccc1Br,-4,1.4,8,-1,4,1,-1,1,3,-4
Cc1cc(Br)cc2c1NC(=O)C2(O)CC(=O)c1ccco1 (stereo not given),7,-0.2,1,1,12,-2,1,-4,-1,2

Already shown: entries from further up.
mol,TCR-CD3 inh,PG9 Ab binder,NR1D1 modulator,rCAG binder,HTRA1 inhibitor,PRMT1 inh,LEDGF integ inh,TDP2 inh,ABHD4 inh,SIAE primary
CCOc1ccc(NC(=O)c2ccccc2OCC(=O)c2ccc(C)cc2)cc1,3,-0.3,-3,1,-6,0,-2,0,7,-2
Cn1c(C(=O)OCC(=O)NCc2ccc(F)cc2)cc2occc21,0,-0.7,5,-5,-3,1,-2,0,4,5
CC(=O)N1c2ccccc2C(C)CC12CCCCC2 (stereo not given),-1,-0.5,1,-9,0,-4,2,4,8,7
O=C(O)/C=C\C(=O)Nc1ccccc1C#Cc1ccccc1,-6,0.9,5,6,-3,14,-2,11,2,-3
CC(C)(C)c1ccc(-c2c(C#N)c(N)nc3c2CCCC3)s1,11,-1.4,1,-1,-6,2,5,7,-1,-3
O=C(NCc1cccc(C(F)(F)F)c1)C1CC2Cn3c(nc4ccccc43)C2N1Cc1ccccc1 (stereo not given),10,-2.5,1,4,1,1,0,-17,-2,-11
Cc1ccccc1Nc1nc(N)nc(CSCc2c(C)noc2C)n1,-1,1.1,3,-2,0,3,-2,2,-2,6
O=C(NNc1c2ccccc2nc2ccccc12)c1ccc(O)cc1O,-6,-6.5,8,32,26,4,0,5,35*,28*
Cc1cc(=O)cc(C)n1-c1ccccc1Br,-4,1.4,8,-1,4,1,-1,1,3,-4
Cc1cc(Br)cc2c1NC(=O)C2(O)CC(=O)c1ccco1 (stereo not given),7,-0.2,1,1,12,-2,1,-4,-1,2

Continuation.
mol,TCR-CD3 inh,PG9 Ab binder,NR1D1 modulator,rCAG binder,HTRA1 inhibitor,PRMT1 inh,LEDGF integ inh,TDP2 inh,ABHD4 inh,SIAE primary
COc1ccc2ccccc2c1CNCc1ccccn1,0,0.2,-2,1,13,-1,-2,-1,0,-4
CC1=C(C#N)C(NC(=O)C(C)(C)C)(C(F)(F)F)C(=O)N1 (stereo not given),1,-0.3,0,2,-2,2,-2,-6,1,-6
O=C(NCc1ccccc1)NC(=O)c1ccccc1,7,-0.2,7,0,8,2,-2,-12,-3,-2
O=C(NCC(=O)N1CCN(c2ccccc2)CC1)c1ccc(Cl)cc1,1,-2.4,5,-3,5,3,-3,-12,-3,-6
O=C(COc1coc(CN2CCN(c3ccccc3)CC2)cc1=O)N1CCc2ccccc21,0,-0.8,-12,-2,0,-1,3,1,-3,-3
Cc1cc(CNC(=S)Nc2cccc(Cl)c2Cl)nn1C,4,-0.9,0,0,-16,-2,3,-9,-2,6
Cc1ccc(CSCC(=O)N(C)CC(=O)Nc2ccc(Cl)c(Cl)c2)cc1,1,-1.5,0,0,-44,0,-6,11,-6,0
COc1ccccc1NC(=S)N(Cc1ccco1)Cc1cc2ccc(C)c(C)c2[nH]c1=O,-6,-1.8,4,16,-33,20,2,-6,-1,13
CCOP(=O)(c1ccc(N(C)C)cc1)C(O)c1ccccc1F (stereo not given),0,-2.7,-1,-5,7,-11,1,-3,-4,1
CCOC(=O)C1=C(CC)Nc2ccccc2N/C1=N\S(=O)(=O)c1ccccc1OC,6,-0.9,-2,3,4,-4,7,-7,0,-9
CS(=O)(=O)Cc1cc(N2CCCC2)nc(-c2ccccc2)n1,8,-0.9,3,-4,2,-1,0,-2,1,6
O=C(CNS(=O)(=O)c1ccc(F)cc1)N1CCOCC1,-5,-1.2,1,1,10,3,-10,-6,1,3

mol,TCR-CD3 inh,PG9 Ab binder,NR1D1 modulator,rCAG binder,HTRA1 inhibitor,PRMT1 inh,LEDGF integ inh,TDP2 inh,ABHD4 inh,SIAE primary
CCN(CC)c1ccc(CN(C(=O)c2cccs2)C2CCS(=O)(=O)C2)cc1 (stereo not given),3,-1.5,-3,-4,4,0,-9,-2,-3,0
COC(=O)C1(C#N)C(c2ccccc2)C1(C(=O)OC)C(=O)OC (stereo not given),0,-1.1,-4,-1,2,0,-4,5,2,6
CCCN1Cc2cccc(C(=O)NCCCOC(C)C)c2C1=O,-5,1.0,-1,-3,-2,0,1,-16,-8,1
Cc1onc(-c2c(Cl)cccc2Cl)c1NC(=O)NNc1c(Cl)cncc1Cl,-8,-0.6,-5,-2,0,4,-5,12,1,3
O=C(Nc1cccc(S(=O)(=O)N2CCOCC2)c1)c1cn(-c2ccccc2)nc1-c1ccccc1,10,-2.1,0,14,-57,-1,2,0,-25,-137
COc1ccc(N2C(=O)c3ccccc3NC2c2ccc(OC)c(CN3CCOCC3)c2)cc1 (stereo not given),-10,0.0,4,0,1,4,-4,6,4,-4
CC(C)NC(=O)[C@H]1N2C(=O)c3ccccc3C2SC1(C)C (stereo not given in full),-1,0.4,2,-3,3,6,1,2,1,4
COC(=O)COc1ccc(Cl)cc1C1Nc2ccccc2C(=O)N1c1ccc(OC)cc1 (stereo not given),-4,-1.2,x,2,-41,-6,-3,4,-9,-4
OCCC1CN(Cc2ccccc2OC2CCCC2)CCN1Cc1ccsc1 (stereo not given),8,-2.6,3,-9,-4,0,-2,4,1,3
Cc1c(C)n(CCC(=O)O)c2ccccc12,8,-1.7,-4,-3,1,-2,-2,0,0,11
CCc1nc2ccccc2c(C(=O)OCC(=O)NC2CCCC2)c1C,2,0.5,-3,1,-8,-3,-3,-2,-2,6
Cc1ccccc1Nc1c(N)c(=O)oc2ccccc12,-1,-2.5,-3,-6,-6,0,-4,-5,-6,4

mol,TCR-CD3 inh,PG9 Ab binder,NR1D1 modulator,rCAG binder,HTRA1 inhibitor,PRMT1 inh,LEDGF integ inh,TDP2 inh,ABHD4 inh,SIAE primary
Cc1c(C(=O)NC(C)c2ccncc2)oc2ccccc12 (stereo not given),-1,-1.1,-4,1,4,2,8,-5,-8,6
CC1(C)C(=O)Nc2ccccc2N1C(=O)CN1C(=O)c2ccccc2C1=O,5,-1.1,2,-1,3,1,-4,10,-3,4
CC1(C(=O)NCc2ccccc2)CSCC(=O)N1Cc1cccs1 (stereo not given),-2,-0.8,-3,2,x,-3,-2,-5,-8,1
CC1CCCN(S(=O)(=O)c2cccc(C(=O)NCCCN3CCCC3=O)c2)C1 (stereo not given),-8,-0.6,4,-2,10,5,-1,-7,-18,-4
CCOC(=O)C1CCN(C(=O)c2cccc(S(=O)(=O)NCc3ccccc3)c2)CC1,-8,3.2,0,0,7,1,-1,9,5,-1
CC(C)Cc1nc(N2CCN(C(=O)c3ccccc3)CC2)c(C#N)c2c1CCC2,1,-0.1,-1,-3,-40,0,2,-7,3,-3
